Assay outcomes as filed in PubChem.
KCNQ2 inh = KCNQ2 potassium channel inhibitors, primary screen, cell-based, CHO-K1, FluxOR thallium flux, B-score (AID 2156) | O88943 | B-score at 10 µM | 20 min; hits give low values | 1.1% of 310,000 active;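 active = fluorescence ratio B-score at most minus 3 library SDs, with starting brightness B-score within 2 library SDs, cut at about -5.5 in these data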
Kir21 block = Kir2.1 (mouse) channel inhibition. HEK293-Kir2.1, FluxOR thallium flux fluorescence; hits give low values. P35561. B-score at 10 µM. AID 1672. 0.85% of 310,000 active;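 active = fluorescence ratio B-score at or below minus 3 SD of library scores, with starting-brightness B-score within 2 SD, cut at about -4.2 in these data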;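 note: channel flux triggered by added potassium and thallium sulfate stimulus; B-score of peak minus minimum fluorescence over baseline after thallium stimulus; more negative B-score means stronger Kir2.1 block with less thallium influx; some compounds called inactive have numbers as strong as hits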
Target sequence (P35561 whole entry, looked up): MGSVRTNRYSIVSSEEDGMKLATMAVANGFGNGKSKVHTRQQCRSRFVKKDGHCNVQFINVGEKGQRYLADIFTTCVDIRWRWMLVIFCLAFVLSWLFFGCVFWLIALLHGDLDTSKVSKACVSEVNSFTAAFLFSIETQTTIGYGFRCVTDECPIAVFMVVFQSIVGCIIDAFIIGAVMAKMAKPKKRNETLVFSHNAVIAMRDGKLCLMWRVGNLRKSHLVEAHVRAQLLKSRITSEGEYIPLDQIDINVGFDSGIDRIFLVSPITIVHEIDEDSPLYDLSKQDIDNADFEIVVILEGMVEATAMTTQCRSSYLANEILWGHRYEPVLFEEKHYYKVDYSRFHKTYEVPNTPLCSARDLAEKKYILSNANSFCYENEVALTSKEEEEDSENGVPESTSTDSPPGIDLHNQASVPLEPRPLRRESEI
Active calls of the source: *.

For CC(=O)N1CCN(S(=O)(=O)c2ccc(C)cc2)C1C (stereo not given) the results were KCNQ2 inh inactive and Kir21 block 0.39.
COc1ccc(CNC(=O)C(OC(=O)c2ccco2)c2ccc(OC)cc2)cc1 (stereo not given) was read as KCNQ2 inh inactive and Kir21 block -0.01.
For CC(=O)c1c(C(C)=O)c(C)n(NC(=O)c2ccccc2O)c1C the results were KCNQ2 inh inactive and Kir21 block 1.5.
COC(=O)c1cccc(NC(=O)CSc2nc(C)cc(=O)[nH]2)c1 was read as KCNQ2 inh inactive and Kir21 block 1.6.
Screening Cc1ccc(C(=O)Nc2ccc(C)c(S(=O)(=O)N3CCOCC3)c2)c(C)c1 returned KCNQ2 inh inactive and Kir21 block -0.59.
Screening Cc1ccc(S(=O)(=O)CCC(=O)OCC(=O)N2CCN(S(=O)(=O)c3ccc(Cl)cc3)CC2)cc1 returned KCNQ2 inh inactive and Kir21 block 0.52.
For Cc1ccc(S(=O)(=O)Nc2cccc(Cl)c2)cc1NC(=O)c1cccnc1 the results were KCNQ2 inh inactive and Kir21 block -0.03.
Cc1c(-c2ccccc2)[n+](=O)c(-c2ccc(Cl)cc2)c(C)n1[O-] was read as KCNQ2 inh inactive and Kir21 block 0.07.
Screening O=c1c2cc(Br)ccc2[nH]c(=S)n1Cc1ccccc1 returned KCNQ2 inh inactive and Kir21 block -0.82.
For CC(=O)Nc1ccc(C(=O)OCC(=O)NC2CCCCCCC2)cc1 the results were KCNQ2 inh inactive and Kir21 block -0.86.
Screening CCNC(=O)/C(C#N)=C/c1c(N2CCCCCC2)nc2ccccn2c1=O returned KCNQ2 inh inactive and Kir21 block 1.9.
COC(=O)c1cc(NC(=O)c2c(C)noc2C)ccc1N1CCOCC1 was read as KCNQ2 inh inactive and Kir21 block -0.01.
`CCCCOc1ncnc2c1[nH]c1ccc(C)cc12` gave KCNQ2 inh inactive and Kir21 block -1.1.
Screening CCC(C(=O)Nc1nc(C)cs1)c1ccccc1 (stereo not given) returned KCNQ2 inh inactive and Kir21 block 1.1.
`CCOC(=O)N1CCC(NC(=O)C2CCCN(S(C)(=O)=O)C2)CC1` (stereo not given) gave KCNQ2 inh inactive and Kir21 block 1.
Screening Cn1c(SCCC#N)nnc1-c1ccccc1F returned KCNQ2 inh inactive and Kir21 block -0.09.
O=C(Nc1ccc(N2CCCC2)cc1)c1cc(Br)ccc1Cl was read as KCNQ2 inh inactive and Kir21 block 0.51.
`CC(=O)CC1=NC(C)(C)Cc2ccccc21` gave KCNQ2 inh inactive and Kir21 block 0.04.
Screening Cc1cc(C)c(NC(=O)c2cccc(NC(=O)c3ccco3)c2)c(C)c1 returned KCNQ2 inh inactive and Kir21 block 0.42.
`COc1cc(/C=C2/CCCC(C(=O)C(F)(F)F)=C2O)ccc1O` gave KCNQ2 inh inactive and Kir21 block 0.69.
For CC(=O)c1ccc(NC(=O)CSc2ccc3nnc(-c4ccccn4)n3n2)cc1 the results were KCNQ2 inh inactive and Kir21 block -2.
For COc1cccc(C(=O)/C=C/c2ccc(SC)cc2)c1 the results were KCNQ2 inh inactive and Kir21 block 0.02.
Screening Nc1ccc(C(O)(C(F)(F)F)C(F)(F)F)cc1 returned KCNQ2 inh inactive and Kir21 block 0.35.
O=C(Cn1cc(C(F)(F)F)ccc1=O)N/N=C/c1ccc(Cl)cc1 was read as KCNQ2 inh inactive and Kir21 block 0.89.

Sorted by molecular weight (lowest first): some entries from above
`CC(=O)CC1=NC(C)(C)Cc2ccccc21` gave KCNQ2 inh inactive and Kir21 block 0.04.
`CCCCOc1ncnc2c1[nH]c1ccc(C)cc12` gave KCNQ2 inh inactive and Kir21 block -1.1.
O=C(Nc1ccc(N2CCCC2)cc1)c1cc(Br)ccc1Cl was read as KCNQ2 inh inactive and Kir21 block 0.51.

The list continues:
CC1CCN(S(=O)(=O)c2ccc(NC(=O)CN3CCN(C)CC3)cc2)CC1 was read as KCNQ2 inh inactive and Kir21 block 0.1.
For COc1cc(NC(=O)c2ccccc2C)c(OC)cc1NC(=O)CN1CCOCC1 the results were KCNQ2 inh inactive and Kir21 block 0.08.
`Cc1ccc(C(=O)NC(=S)Nc2ccc(N3CCN(C(=O)c4ccco4)CC3)cc2)cc1` gave KCNQ2 inh inactive and Kir21 block 1.1.
`Cc1ccc(NC(=O)CN2C(=O)c3ccccc3C2=O)cc1` gave KCNQ2 inh inactive and Kir21 block -0.28.
Cc1cccc(NC(=S)N2CCC(N(C)CC3CCCO3)CC2)c1C (stereo not given) was read as KCNQ2 inh inactive and Kir21 block 0.41.
For COC(=O)Cc1cc(=O)n2[nH]c(C)c(-c3ccccc3)c2n1 the results were KCNQ2 inh inactive and Kir21 block -0.7.
`COc1ccc(/C=C(/NC(=O)c2ccccc2)C(=O)NC2CCS(=O)(=O)C2)cc1` (stereo not given) gave KCNQ2 inh inactive and Kir21 block -3.4.
`COc1ccc(CNC(=O)CN(C(=O)c2csnn2)c2ccc(C(C)=O)cc2)cc1` gave KCNQ2 inh inactive and Kir21 block 0.54.
Screening CCOC(=O)c1c(C)c(-c2ccccc2)n(CC(=O)N2CCN(C)CC2)c1C returned KCNQ2 inh inactive and Kir21 block 0.09.
Screening CCCCC(=O)Nc1nnc(SCC(=O)NC2CCCC2)s1 returned KCNQ2 inh inactive and Kir21 block 0.13.
Screening COc1cc(OC)c(OC)cc1/C=C1\SC(N2CCCCC2)=NC1=O returned KCNQ2 inh inactive and Kir21 block -0.47.
CCn1ncc([N+](=O)[O-])c1C(=O)Nc1nc2cccc(C)c2s1 was read as KCNQ2 inh inactive and Kir21 block 0.
COC(=O)c1c(NC(=O)c2nc3ccccc3s2)sc2c1CC(C)(C)NC2(C)C was read as KCNQ2 inh inactive and Kir21 block -0.07.
For NC(=O)NC(=O)COC(=O)/C=C/c1cccc(Br)c1 the results were KCNQ2 inh inactive and Kir21 block 0.51.
`Cc1ccccc1NS(=O)(=O)c1ccc(OCC(=O)N2CCCC2)cc1` gave KCNQ2 inh inactive and Kir21 block -0.31.
For O=C(OCc1cc([N+](=O)[O-])cc2c1OCOC2)c1ccc2ccccc2n1 the results were KCNQ2 inh inactive and Kir21 block 0.8.
`CCOC(=O)c1[nH]nc2c1C(=O)N(CC)C2=O` gave KCNQ2 inh inactive and Kir21 block 0.02.
Screening CN1C(=O)c2ccc(NC(=O)c3c(F)c(F)c(F)c(F)c3F)cc2C1=O returned KCNQ2 inh inactive and Kir21 block -0.68.
For C=CCn1c(=NC(=O)C2CC2)sc2cc(NC(C)=O)ccc21 the results were KCNQ2 inh inactive and Kir21 block 0.37.
`CC1(C(=O)O)COC(c2ccc([N+](=O)[O-])cc2)OC1` (stereo not given) gave KCNQ2 inh inactive and Kir21 block -0.01.
Screening Cn1c(-c2ccc(Br)o2)nc2ccccc21 returned KCNQ2 inh inactive and Kir21 block -0.01.
Fc1cccc(F)c1-c1nc(-c2ccncc2)no1 was read as KCNQ2 inh inactive and Kir21 block 0.35.
For Cc1cc(Br)ccc1NC(=O)CNC(=O)CN1C(=O)NC2(CCCCCC2)C1=O the results were KCNQ2 inh inactive and Kir21 block -0.62.
COc1cc(-c2cc(N)n(S(=O)(=O)c3ccccc3)n2)cc(OC)c1OC was read as KCNQ2 inh inactive and Kir21 block -0.09.
Screening Cc1nn(Cc2ccccc2)c(Cl)c1C(=O)OCC(=O)NC(=O)NC12CC3CC(CC(C3)C1)C2 returned KCNQ2 inh inactive and Kir21 block 1.1.
`Cc1cc(C(=O)N2CCN(S(=O)(=O)c3ccccc3)CC2)c(C)o1` gave KCNQ2 inh inactive and Kir21 block 1.
Cc1cc2nc3n(c2cc1C)CC1CC(C(=O)NCC2CC2)N(C)C31 (stereo not given) was read as KCNQ2 inh inactive and Kir21 block -0.08.
For Cc1cc(C)cc(NC(=O)CN2CCC(NC(=O)c3ccccc3F)CC2)c1 the results were KCNQ2 inh inactive and Kir21 block 0.36.
`Cc1ccc(C)c(NS(=O)(=O)c2c(C)[nH]c(C)c2C(=O)N2CCCCC2)c1` gave KCNQ2 inh inactive and Kir21 block -2.6.
`CC1CCN(C(=S)NC(=O)c2ccccc2Br)CC1` gave KCNQ2 inh inactive and Kir21 block 0.51.
Cc1cccc(OCC(=O)Nc2nc3ccc([N+](=O)[O-])cc3s2)c1 was read as KCNQ2 inh inactive and Kir21 block -0.21.
Cc1ccc2cc(CN(Cc3ccco3)C(=S)NCC3CCCO3)c(=O)[nH]c2c1 (stereo not given) was read as KCNQ2 inh inactive and Kir21 block 0.3.
Screening CCn1cc(C2C(C(=O)Nc3ccc(Br)cn3)=C(C)NC3=C2C(=O)CCC3)c(C)n1 (stereo not given) returned KCNQ2 inh inactive and Kir21 block -0.19.
Screening CCN(Cc1nc2ccccc2c(=O)[nH]1)Cc1nc2ccsc2c(=O)[nH]1 returned KCNQ2 inh inactive and Kir21 block -0.62.
`COc1ccc(C2=NN(c3ccccc3)C(c3cccs3)C2)cc1` (stereo not given) gave KCNQ2 inh inactive and Kir21 block 0.
Screening COc1ccccc1NC(=S)N(Cc1ccco1)Cc1cc2cccc(C)c2[nH]c1=O returned KCNQ2 inh inactive and Kir21 block 0.68.

Grouped by structure, the entries above with a furan ring, fused or not
COc1ccc(CNC(=O)C(OC(=O)c2ccco2)c2ccc(OC)cc2)cc1 (stereo not given) was read as KCNQ2 inh inactive and Kir21 block -0.01.
Screening Cc1cc(C)c(NC(=O)c2cccc(NC(=O)c3ccco3)c2)c(C)c1 returned KCNQ2 inh inactive and Kir21 block 0.42.
`Cc1ccc(C(=O)NC(=S)Nc2ccc(N3CCN(C(=O)c4ccco4)CC3)cc2)cc1` gave KCNQ2 inh inactive and Kir21 block 1.1.
Screening Cn1c(-c2ccc(Br)o2)nc2ccccc21 returned KCNQ2 inh inactive and Kir21 block -0.01.
`Cc1cc(C(=O)N2CCN(S(=O)(=O)c3ccccc3)CC2)c(C)o1` gave KCNQ2 inh inactive and Kir21 block 1.
Cc1ccc2cc(CN(Cc3ccco3)C(=S)NCC3CCCO3)c(=O)[nH]c2c1 (stereo not given) was read as KCNQ2 inh inactive and Kir21 block 0.3.
Screening COc1ccccc1NC(=S)N(Cc1ccco1)Cc1cc2cccc(C)c2[nH]c1=O returned KCNQ2 inh inactive and Kir21 block 0.68.

Additional entries follow:
`COc1nc(Nc2ccc(C(C)C)cc2)nc(OC)n1` gave KCNQ2 inh inactive and Kir21 block -0.39.
Screening CS(=O)(=O)c1ccc2nc(NC(=O)CN3CCCCCC3)sc2c1 returned KCNQ2 inh inactive and Kir21 block 0.19.
O=[N+]([O-])c1ccccc1N/N=C\c1ccccc1F was read as KCNQ2 inh inactive and Kir21 block 1.
O=C(Nc1cc(F)ccc1F)C1CCCN(c2ncnc3c2nc2n3CCCCC2)C1 (stereo not given) was read as KCNQ2 inh inactive and Kir21 block -1.6.
COc1ccc(NC(=O)N2CCN(C(=O)c3ccco3)CC2)c(OC)c1 was read as KCNQ2 inh inactive and Kir21 block 0.2.
`O=C(O)CCc1ccc(-c2ccc(Br)cc2)n1NC(=O)c1ccc([N+](=O)[O-])cc1` gave KCNQ2 inh inactive and Kir21 block -3.8.
For Cc1cc(NC(=O)CSc2nnc(C)c(=O)[nH]2)no1 the results were KCNQ2 inh inactive and Kir21 block -0.9.
CCc1nnc(NC(=O)c2ccc(F)c(S(=O)(=O)N3CCCCC3)c2)s1 was read as KCNQ2 inh inactive and Kir21 block 0.54.
For O=C(NC(=S)Nc1ccc(N2CCOCC2)cc1)c1ccccc1 the results were KCNQ2 inh inactive and Kir21 block 0.71.
C/C(=N/NS(=O)(=O)c1ccc(C(C)(C)C)cc1)c1ccc2c(c1)OCO2 was read as KCNQ2 inh inactive and Kir21 block 0.85.
`CCC(=O)NCCc1nc2cc(NC(=O)c3ccc(Cl)cc3)ccc2n1C` gave KCNQ2 inh inactive and Kir21 block -3.1.
Nc1nc(N)c(N=Nc2ccc(SCC(=O)O)cc2)c(=O)[nH]1 was read as KCNQ2 inh inactive and Kir21 block -1.1.
`NNC(=O)CNC(c1ccccc1)c1cc(Br)ccc1NC(=O)CCN1CCOCC1` (stereo not given) gave KCNQ2 inh inactive and Kir21 block 0.22.
Screening COc1cc(OC)c(C2=NOC(C(=O)NCc3ccc4c(c3)OCO4)C2)cc1Cl (stereo not given) returned KCNQ2 inh inactive and Kir21 block 0.42.
O=C(CCN1C(=O)CSC1=O)Nc1ccc(Br)cc1 was read as KCNQ2 inh inactive and Kir21 block 0.09.
CN(CC(=O)Nc1cccc2c1CCCC2)S(=O)(=O)c1ccc(Br)cc1 was read as KCNQ2 inh inactive and Kir21 block 0.03.
`CC(C(=O)NCc1cccnc1)c1ccc([N+](=O)[O-])cc1` (stereo not given) gave KCNQ2 inh inactive and Kir21 block -0.65.
`O=C(O)C1C2CCC(O2)C1C(=O)Nc1ccc(Cl)cc1F` (stereo not given) gave KCNQ2 inh inactive and Kir21 block -0.17.
`COc1cc(NC(=O)c2ccc3snnc3c2)cc(OC)c1` gave KCNQ2 inh inactive and Kir21 block -0.07.
`CC(=O)NC1=NN(C(C)=O)C(C)(CCS(=O)(=O)c2ccc(Br)cc2)S1` (stereo not given) gave KCNQ2 inh inactive and Kir21 block 0.24.
Screening CCc1ccc(C(C)NC(=O)/C=C/c2ccc(Br)cc2)cc1 (stereo not given) returned KCNQ2 inh inactive and Kir21 block -1.2.
CN1CCN(C(=O)Nc2cccc(-c3ccccc3)c2)CC1 was read as KCNQ2 inh inactive and Kir21 block -0.14.
`O=C1NC(=Nc2ccccc2)c2ccc([N+](=O)[O-])cc21` gave KCNQ2 inh inactive and Kir21 block -0.64.
O=Cc1cn(-c2ccccc2)nc1-c1ccc(F)cc1 was read as KCNQ2 inh inactive and Kir21 block 1.2.
Screening CCOc1ccccc1NC(=O)COC(=O)/C=C/c1ccc(OC)c(OC)c1 returned KCNQ2 inh inactive and Kir21 block 0.49.
For CC1CCN(S(=O)(=O)c2ccc(C(=O)Nc3nnc(C4=COCCO4)o3)cc2)CC1 the results were KCNQ2 inh inactive and Kir21 block -0.1.
Screening COc1ccc(OC)c(C2CC(=O)NC(SC)=C2C#N)c1 (stereo not given) returned KCNQ2 inh inactive and Kir21 block 1.
